NPC1 prom act: activators of NPC1 promoter; Huh7 NPC1 promoter luciferase reporter, 24 h; Potency, µM (highest dose often 9.22 µM), for the others: at the top dose activation, hits mostly activators; hit rate 2.4% among 320,000; AID 485313;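 note: % of control where 0% means no effect; nearly all actives have a fitted effect of over 60% in size; reporter is driven by a mutant NPC1 promoter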
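Huh7 cells stably carrying NPC1 promoter–luciferase, plated in Opti-MEM with 10% FBS for 2 h, were exposed to compound in DMSO for 24 h at 37 °C; luciferase reagent was added for 10 min and luminescence read.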
VP16 counter: Gal4-VP16 reporter inhibition counter-screen; Drosophila S2 Gal4-VP16 UAS-luciferase, luminescence, 20 h; Potency, µM (highest dose often 53.6 µM), for the others: top-dose activity, negative = inhibition, actives largely listed as inhibitors; hit rate 3.5% among 310,000;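 note: Gal4-VP16 expression switched on by copper sulfate through the metallothionein promoter; % is set by controls: 0 for no effect and ±100 for the full control effect; nearly all actives have a fitted effect of over 50% in size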
MBNL1-CUG inh: MBNL1-poly(CUG) RNA binding inhibition; TR-FRET MBNL1-His/biotin-(CUG)12 binding, 665/545 ratio; Potency, µM (doses to about 57.5 µM), inactives show at the top dose activity change, negative = inhibition, most hits filed as inhibitors; hit rate 0.036% among 280,000; AID 2675; active = well fitted inhibition curve with a large enough effect in the signal ratio, with a control signal flat, not every such curve was filed as active; inconclusive = small, poorly fitted or top-dose-only effect, or effect the other way, or a change in a side signal; inactive = no such curve, though single readings can be large or run the other way; the % refers to the signal ratio; note: % is set by controls: 0 for no effect and ±100 for the full control effect
Target sequence (Q9NR56 whole entry, looked up): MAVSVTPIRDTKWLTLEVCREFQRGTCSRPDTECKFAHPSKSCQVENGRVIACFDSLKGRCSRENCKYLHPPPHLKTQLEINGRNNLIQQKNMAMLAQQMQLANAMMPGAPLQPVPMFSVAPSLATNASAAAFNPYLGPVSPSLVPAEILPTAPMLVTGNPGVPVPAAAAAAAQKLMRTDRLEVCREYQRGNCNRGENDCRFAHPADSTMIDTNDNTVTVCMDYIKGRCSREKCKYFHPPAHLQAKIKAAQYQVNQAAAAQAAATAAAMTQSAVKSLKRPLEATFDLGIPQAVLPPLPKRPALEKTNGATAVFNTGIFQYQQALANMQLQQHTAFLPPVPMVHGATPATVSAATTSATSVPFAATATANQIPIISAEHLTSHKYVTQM
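Inhibition of protein-RNA binding appears as loss of TR-FRET between terbium anti-His antibody on MBNL1-His and streptavidin-XL665 on biotin-(CUG)12. Activity is normalized to buffer-only and uninhibited-complex controls.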
BRCA1 expr up: activators of BRCA1 expression. hit rate 1.1% among 380,000. MCF7-BRCA1-FFLuc reporter, luminescence, 48 h; response scale: scaled: vehicle 0%, 10 µM genistein 100%. Potency, µM (top dose mostly 46.1 µM), for inactives: top-dose activation, usual class: activators; note: nearly all actives have a fitted effect of over 80% in size; some results filed as inactive show a strong effect at the top dose
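Using MCF7 cells harboring a BRCA1 firefly luciferase reporter, plated 2 h before compound pinning, the screen measured luminescence after 48 h incubation. Responses were normalized to DMSO and 10 microM genistein, then fitted for concentration-effect.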
ELG1 genotox: genotoxicity induction in ELG1-luciferase HEK293T cells. HEK293T ELG1-luciferase reporter, luminescence, 16 h. Potency, µM (highest dose often 46 µM), inactives show at the highest dose activity change, positive = activation, most hits filed as activators. hit rate 1.3% among 330,000. AID 504466; note: % of control where 0% means no effect; nearly all actives have a fitted effect of over 60% in size
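Reporter readout depends on ELG1 protein level, which increases with genetic stress. After 16 hr compound exposure at 37 °C, luciferase activity was quantified using ONE-Glo.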
Rab9 prom act: activates the Rab9 promoter | Huh7 Rab9 promoter-luciferase reporter, luminescence, 24 h | Potency, µM (titrated, usually from 9.22 µM), for the others: top-dose activation, negative = inhibition, actives largely listed as activators | hit rate 2.8% among 320,000 | AID 485297; note: % of control where 0% means no effect; nearly all actives have a fitted effect of over 60% in size
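Huh7 cells stably carrying Rab9 promoter–luciferase reporter, plated 1500 cells/well, compound added after 2 h and incubated 24 h at 37 °C; luciferase luminescence then read after 10 min with detection reagent.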
p53 reactivator: mutant p53 re-activation in reporter cells; H1299 p53-A138V BP100-luciferase reporter, luminescence, 24 h; Potency, µM (doses to about 92.2 µM), for inactives: top-dose activity change, positive = activation, most hits filed as activators; hit rate 0.063% among 320,000; AID 504706; note: % of control where 0% means no effect; nearly all actives have a fitted effect of over 45% in size
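H1299 (p53-null), stable ts p53-A138V + BP100-Luc; 1000 cells/well, Opti-MEM/10% FBS; cpd 4 pt, 1:5; 24 h, 37 deg C, 5% CO2; detection reagent 10 min RT; luminescence.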
uPA surface inh: inhibitors of cell surface uPA generation; Potency, µM (titrated, usually from 38.3 µM), without a hit: at the top dose activity change, negative = inhibition, most hits filed as inhibitors; hit rate 0.31% among 330,000; cell surface uPA generation assay, qHTS; active = well fitted inhibition curve with a large enough effect; inconclusive = small, poorly fitted or top-dose-only effect; inactive = no such curve, though single readings can be large or run the other way; tested in mouse RAW 264.7 cells; note: % is set by controls: 0 for no effect and ±100 for the full control effect; nearly all actives have a fitted effect of over 55% in size
CXXC DNA block: blocks binding of human MLL CXXC domain to DNA; Q03164; MLL-CXXC / FITC-HOXA9 DNA fluorescence polarization; Potency, µM (top dose mostly 115 µM), inactives show at the top dose activity change, negative = inhibition, actives largely listed as inhibitors; hit rate 0.037% among 290,000; AID 2662; active = well fitted inhibition curve with a large enough effect in the polarisation, with a control signal flat, not every such curve was filed as active; inconclusive = small, poorly fitted or top-dose-only effect, or effect the other way, or a change in a side signal; inactive = no such curve, though single readings can be large or run the other way; the % refers to the polarisation
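Steps: dispense CXXC domain solution (7 uM) → pin compounds or unlabeled HOX-A9 DNA control → 5 min ambient → add FLSN-HOX-A9 solution (50 nM) → spin → 30 min ambient → fluorescence polarization. Tris pH 7.5/NaCl/DTT/BSA buffer.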
FLuc modulator: inhibits or activates purified firefly luciferase, miR-21 counter-screen | purified FLuc, Km substrates, luminescence inhibition | AID 588342 | P08659 | hit rate 6.9% among 360,000 | Potency, µM (titrated, usually from 57.5 µM), without a hit: at the highest dose activity change, negative = inhibition, usual class: inhibitors;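 note: plate controls were vehicle for no effect and reference inhibitor for full effect; nearly all actives have a fitted effect of over 55% in size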
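Purified P. pyralis luciferase, 10 nM final, with Km-level 10 uM D-luciferin and 10 uM ATP in 50 mM Tris acetate pH 7.5, 10 mM Mg acetate, 0.01% Tween-20, 0.05% BSA; 6-point qHTS titration about 60 µM downward; luminescence read.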
RORg inh: ROR gamma (mouse) transcription inhibition; AID 2551; P51450; hit rate 5.4% among 310,000; Drosophila S2 Gal4-RORgamma UAS-luciferase reporter, 20 h; Potency, µM (titrated, usually from 53.6 µM), for the others: at the highest dose activity change, negative = inhibition, most hits filed as inhibitors; note: % is set by controls: 0 for no effect and ±100 for the full control effect; nearly all actives have a fitted effect of over 60% in size
Target sequence (P51450 whole entry, looked up, the tested form may be a part): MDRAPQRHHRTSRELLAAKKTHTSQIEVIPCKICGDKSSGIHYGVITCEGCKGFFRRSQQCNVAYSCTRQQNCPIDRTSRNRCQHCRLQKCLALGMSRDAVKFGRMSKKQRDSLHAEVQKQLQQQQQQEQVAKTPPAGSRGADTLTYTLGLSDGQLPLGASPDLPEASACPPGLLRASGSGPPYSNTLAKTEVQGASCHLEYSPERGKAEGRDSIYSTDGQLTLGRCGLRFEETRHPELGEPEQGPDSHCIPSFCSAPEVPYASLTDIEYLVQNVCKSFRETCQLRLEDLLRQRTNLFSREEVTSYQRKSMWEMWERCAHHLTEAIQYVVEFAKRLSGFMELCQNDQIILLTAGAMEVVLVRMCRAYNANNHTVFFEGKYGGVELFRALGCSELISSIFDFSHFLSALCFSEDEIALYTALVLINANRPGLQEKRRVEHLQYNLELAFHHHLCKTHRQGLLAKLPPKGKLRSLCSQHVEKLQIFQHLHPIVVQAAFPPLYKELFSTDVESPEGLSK
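Stable Schneider cell line, Gal4 DNA-binding domain fused to ROR gamma, UAS-luciferase. Cmpd 1 hr RT → CuSO4 700 uM final → 20 hr RT → luciferase reagent 10 min → luminescence.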
Active calls of the source: *; ? = inconclusive; nt = no result given; [ ] = another dose, or the depositor's remark. Unless noted, calls come from the whole dose curve; as a rule, active = well fitted curve in the direction sought with a large enough effect; inconclusive = small, poorly fitted or top-dose-only effect, or another doubt; inactive = no such curve, though single readings can be large; an effect the other way counts as inactive or inconclusive. Potency is the fitted concentration of half-maximal effect. The list is partial, so the mix of outcomes need not match the whole.

SMILES | NPC1 prom act | VP16 counter | MBNL1-CUG inh | BRCA1 expr up | ELG1 genotox | Rab9 prom act | p53 reactivator | uPA surface inh | CXXC DNA block | FLuc modulator | RORg inh
CCOC(=O)C1CCCN(C(=O)c2cc(=O)c3ccccc3o2)C1 (configuration not stated) | -2% | 3% | -2% | 0% | 2% | 0% | -6% | 1% | 7% | 5% | -1%
S=C(Nc1ccc(Nc2ccccc2)cc1)NC1CCCCCC1 | -12% | ? | -6% | -80%[inhibitor] | -3% | -11% | -2% | 0% | -1% | 1% | 1.3µM*
Cc1ccc(N2CC(C(=O)Nc3ccc(S(=O)(=O)NCC4CCCO4)cc3)CC2=O)cc1C (configuration not stated) | 0% | 10% | -5% | -13% | -1% | -3% | -4% | 4% | -2% | -4% | 37%
COc1ccc(NC(=O)CSc2ccc([N+](=O)[O-])cc2)cc1S(=O)(=O)N1CCOCC1 | 4% | nt | nt | 0% | 1% | ? | 2% | 1% | nt | ? | nt
CC(C)(C)c1ccc(C(=O)NCC(=O)N2CCCC2)cc1 | 18% | ? | -5% | ? | ? | 22% | ? | -2% | 7% | ? | 21%
Cc1ccc(-c2csc(NC(=O)CN3CC(C)OC(C)C3)n2)cc1 (configuration not stated) | 0% | -1% | 3% | -58% | -8% | -1% | -96%[inhibitor] | -10% | 0% | -4% | 5%
COC(=O)c1ccccc1NC(=O)CS(=O)(=O)Cc1nc(-c2ccc(C)cc2)oc1C | -1% | 7% | -1% | -15% | -11% | 0% | -4% | 6% | 7% | -2% | 8%
C=CC#CC1(O)CC(C)N(C)CC1C (configuration not stated) | 14% | -2% | nt | 14% | 1% | -1% | -1% | nt | 4% | 0% | 9%
Cc1onc(-c2c(Cl)cccc2Cl)c1COC(=O)c1ccc([N+](=O)[O-])cc1 | -1% | -2% | ? | -10% | -2% | -4% | -4% | -3% | 3% | 1% | 32%
O=[N+]([O-])c1cc([N+](=O)[O-])c2c(=Nc3ccccc3)n(-c3ccccc3)n(O)c2c1 | -7% | ? | ? | -75% | -6% | 1% | 8% | -9% | 11% | ? | 13µM*
O=C(/C=C/c1cccs1)N1CCCC1 | 0% | 0% | 15% | 35% | 6% | 26% | 5% | 0% | -18% | -4% | 10%
CCOC(=O)CC(NC(=O)C(CC)c1ccccc1)c1ccccc1Cl (configuration not stated) | 1% | 4% | nt | -13% | 0% | -2% | -5% | -7% | 0% | 3% | -10%
Cc1ccc(S(=O)(=O)NCCC(=O)Nc2ccncc2)cc1C | -1% | nt | nt | 12% | -2% | -3% | -6% | 2% | nt | 2% | nt
CC(C)c1ccc(N2C(=O)CC(Sc3ncccn3)C2=O)cc1 (configuration not stated) | 2% | ? | 2% | 0% | 1% | 0% | nt | ? | 36%[activator] | 0% | ?
CC(=O)Nc1ccc(S(=O)(=O)N(C#N)c2nc(N(C)C)nc(N(C)C)n2)cc1 | 1% | 3% | 7% | -6% | 0% | -4% | -1% | 3% | -3% | -6% | -41%
CCOC(=O)c1c(NC(=O)COc2cccc3c2CCN(CC)C3=O)sc2c1CCC2 | 7% | 4% | nt | -33% | -4% | 0% | 9% | 6% | 5% | -4% | 8%
COc1cc(S(=O)(=O)N2CCC(C(N)=O)CC2)c(C)cc1C | -2% | 4% | -1% | 4% | 6% | -9% | 2% | 3% | 19% | 0% | 0%
CCOC(=O)c1ccc(NC(=S)N(CCCN2CCN(CC)CC2)Cc2cccs2)cc1 | -12% | -8% | -8% | -24% | -2% | -5% | 3% | -5% | 0% | 0% | 28%
COc1ccc(-n2nc3c(N4CCC(C(=O)NCc5ccccc5)CC4)nnc(C)c3c2C)cc1 | -7% | -8% | 4% | 0% | 10% | -3% | -5% | -6% | -9% | 2% | -19%
Cc1cc(C)c(S(=O)(=O)c2ccccc2)c(OC(=O)c2c(Cl)cccc2Cl)n1 | 2% | -12% | 0% | -10% | -3% | 4% | ? | -5% | -5% | 0% | -7%
COc1cccc(C2c3c(oc4ccc(Cl)cc4c3=O)C(=O)N2c2cc(C)on2)c1OC (configuration not stated) | -3% | -1% | 12% | -20% | 0% | 7% | -2% | nt | 19% | 5% | 0%
c1cncc(C(c2nnnn2C2CCCCC2)N2CCCCC2)c1 (configuration not stated) | -3% | -8% | -1% | 1% | -2% | 0% | -2% | 3% | -19% | 0% | 11%
COc1cc(S(=O)(=O)N2CCCCC2)ccc1NC=O | nt | -8% | -3% | 3% | nt | nt | nt | 7% | -10% | 0% | 12%
COC(=O)Cc1c(C(=O)OC)nnn1-c1cccc(C(F)(F)F)c1 | -10% | 0% | nt | 3% | 0% | 1% | 2% | 2% | -3% | -1% | -3%
COc1cccc(C(=O)NCC(=O)OCc2ccc(F)cc2Cl)c1 | 0% | -16% | -5% | -33% | 1% | -7% | 10% | 2% | -6% | 17µM* | 25%
The list continues.
SMILES | NPC1 prom act | VP16 counter | MBNL1-CUG inh | BRCA1 expr up | ELG1 genotox | Rab9 prom act | p53 reactivator | uPA surface inh | CXXC DNA block | FLuc modulator | RORg inh
CCCNC(=O)N(C)c1nncnc1C(=O)NC | 3% | 0% | 8% | 4% | -4% | 4% | 5% | nt | 3% | 0% | -1%
CO/N=C(/CS(=O)c1ccc(Br)cc1)c1ccc(OC)cc1 (configuration not stated) | -1% | 3% | 4% | 10% | 1% | 1% | -4% | 5% | 11% | 1% | 4%
CC(C)CN(C(=O)COC(=O)CSc1ccc([N+](=O)[O-])cc1)C1CCS(=O)(=O)C1 (configuration not stated) | -3% | nt | nt | 20% | 2% | -4% | -3% | 0% | nt | -3% | nt
O=C(N/C(=C\c1ccc(Br)cc1)C(=O)N1CCCC1)c1ccccc1F | -6% | 4% | 2% | 1% | 1% | -3% | -1% | -10% | 9% | -1% | 1%
Cc1ccc(NC(=O)C(=O)NCc2ccc(/C=N/NC(=O)c3c(C)nc4ccccn34)o2)cc1 | -2% | 1% | 25% | 85% | 2% | -2% | ? | -9% | 4% | 1.7µM* | -9%
COc1ccc(NC(=O)NNC(=O)c2ccc(-c3ccccc3)cc2)c(OC)c1 | 0% | -1% | -1% | -15% | 2% | 11% | -4% | 8% | 6% | 2% | -1%
Cc1cccc(NCc2ccc(Br)cc2)n1 | 18% | 15% | -2% | 69% | 12% | 14% | 22% | -6% | 16% | ? | -28%
CCOC(=O)[C@@H]1[C@H]2COc3ccc(Br)cc3[C@H]2N2C(=O)N(c3ccc(Cl)cc3)C(=O)[C@@]12C | -3% | -1% | 0% | -2% | -6% | -4% | 12% | 9% | -4% | -1% | 0%
COc1ccc(CN(C)C(=O)C23CC4CC(CC(Cl)(C4)C2)C3)c(OC)c1OC | -1% | -9% | -2% | -10% | -11% | -8% | 2% | 3% | 4% | -1% | ?
CCCNC(=O)c1cc2c3ccccc3n(C)c2s1 | 1% | 7% | -9% | -49% | 2% | 15% | 2% | -4% | 0% | -14% | -6%
CCOC(=O)NC1(Nc2cccc(Cl)c2)Oc2ccccc2O1 | -7% | -14% | -8% | -39% | 2% | -12% | ? | -9% | 5% | -11% | -18%
O=C(COC(=O)c1c[nH]c(=O)[nH]c1=O)Nc1ccccc1Br | 2% | -3% | -17% | -1% | -3% | -2% | -2% | 14% | 2% | -1% | 1%
CCCCc1c(O)nc(SCC(=O)N2CCOCC2)n(-c2ccccc2OC)c1=O | -1% | 2% | -2% | 0% | -17% | 1% | -6% | 0% | 19% | 0% | -29%
CN(C)c1nc(N)nc(N(c2ccccc2)c2ccccc2)n1 | -2% | 2% | -4% | 1% | -3% | -1% | -3% | 10% | -5% | 2% | 1%
Cc1cccc2c1cnn2C(=O)CCC(=O)NCC(C)c1ccccc1 (configuration not stated) | 1% | -2% | 4% | 27% | -3% | -1% | 10% | 11% | nt | -2% | -4%
CCCCCCC(=O)N/N=C/Cc1ccccc1 | -3% | -2% | 9% | 2% | -3% | 1% | 2% | 10% | -3% | -13% | 34%
COCCOC(=O)c1c(NC(=O)CNC2CCCc3ccccc32)sc(C(N)=O)c1C (configuration not stated) | -5% | 6% | 8% | -29% | 6% | -3% | -3% | -2% | -4% | -3% | -16%
COc1ccccc1N1CCN(C(=O)c2cccc(NC3=NC4CS(=O)(=O)CC4S3)c2)CC1 (configuration not stated) | 3% | -5% | -3% | 7% | -3% | 4% | 10% | 2% | nt | -3% | 1%
Cc1cccc(/C=N/n2c(C3CCCCC3)n[nH]c2=S)c1 | -1% | 7.1µM* | 9% | -23% | 0% | 2% | 18% | 9% | 10% | 0% | 3.2µM*
